Screens (PubChem BioAssay)
PI5P4K alpha inh: qHTS for Inhibitors of phosphatidylinositol 5-phosphate 4-kinase (PI5P4K). PI5P4Kalpha enzyme, ADP-Glo luminescence, 60 min; stronger effect = lower value. max response, %. 330,000 tested, 1.2% active; active = max response of -50% or lower; inconclusive = between -30% and -50%; inactive = -30% or higher; note: value at the top dose of about 77 µM; % is set by controls: 0 for no effect and ±100 for the full control effect
Target sequence (P48426 whole entry, looked up): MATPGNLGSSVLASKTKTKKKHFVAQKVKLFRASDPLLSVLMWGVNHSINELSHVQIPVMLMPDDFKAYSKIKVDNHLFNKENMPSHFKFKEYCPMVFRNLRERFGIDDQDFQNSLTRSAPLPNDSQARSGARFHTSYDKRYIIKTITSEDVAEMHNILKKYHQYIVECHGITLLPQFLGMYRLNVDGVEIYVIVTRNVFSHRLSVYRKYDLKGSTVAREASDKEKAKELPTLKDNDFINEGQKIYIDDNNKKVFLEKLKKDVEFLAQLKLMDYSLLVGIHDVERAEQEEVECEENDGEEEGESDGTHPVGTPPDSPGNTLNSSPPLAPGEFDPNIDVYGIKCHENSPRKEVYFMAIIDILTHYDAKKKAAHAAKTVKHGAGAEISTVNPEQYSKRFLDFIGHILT
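Enzyme plus substrate dispensed, test compounds pinned in, then ATP (5 microM final) added. After 60 min at RT, ADP-Glo reagent 1 for 45 min and reagent 2 for 30 min preceded luminescence imaging.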
GLP1R inv ag: qHTS of GLP-1 Receptor Inverse Agonists (Inhibition Mode) | HEK293 GLP-1R CRE-luciferase, luminescence, 24 h; GLP-1R form is constitutively active | Potency, µM (series often up to 38.3 µM), for inactives: top-dose activity change, negative = inhibition, hits mostly inhibitors | 410,000 tested, 1.6% active | AID 624417, 2012; note: potency is the fitted concentration of half-maximal effect; % is set by controls: 0 for no effect and ±100 for the full control effect; nearly all actives have a fitted effect of over 55% in size
Target sequence (P43220 whole entry, looked up): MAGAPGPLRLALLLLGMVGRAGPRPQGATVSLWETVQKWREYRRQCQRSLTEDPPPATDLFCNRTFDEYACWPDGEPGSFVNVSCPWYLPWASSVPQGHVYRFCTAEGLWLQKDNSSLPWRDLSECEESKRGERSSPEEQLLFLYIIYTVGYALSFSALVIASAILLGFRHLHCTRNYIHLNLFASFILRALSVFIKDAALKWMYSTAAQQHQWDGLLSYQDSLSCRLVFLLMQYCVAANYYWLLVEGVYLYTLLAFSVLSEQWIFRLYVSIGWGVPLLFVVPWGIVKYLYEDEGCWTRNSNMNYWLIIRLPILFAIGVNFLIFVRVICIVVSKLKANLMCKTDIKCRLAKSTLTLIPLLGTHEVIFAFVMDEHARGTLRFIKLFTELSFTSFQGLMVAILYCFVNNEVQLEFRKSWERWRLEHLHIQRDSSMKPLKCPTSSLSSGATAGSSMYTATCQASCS
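Constitutively active GLP-1R drives a cAMP-responsive luciferase in stably transfected HEK293 cells; test compounds are added after overnight (12 h) attachment and left 24 hr, and signal loss in luminescence marks inhibition.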
GLP1R cytotox: qHTS of GLP-1 Receptor Inverse Agonists: Cytotox Screen. HEK293 cAMP-luciferase reporter cells, luminescence, 24 h. Potency, µM (highest dose often 38.3 µM), for the others: at the top dose activity change, negative = inhibition, hits mostly inhibitors. 410,000 tested, 0.13% active;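 note: loss of luciferase light is scored as toxicity; potency is the fitted concentration of half-maximal effect; % is set by controls: 0 for no effect and ±100 for the full control effect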
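A 23 nL compound transfer followed 12 hours of cell culture at 37 deg C; exposure then lasted 24 hr. Luciferase assay detection reagent was dispensed and plates read for luminescence after a 12 min room-temperature wait.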
IL2 activator: qHTS of IL-2 Activators; AID 652025, 2013; 360,000 tested, 0.065% active; IL-2 activation reporter assay, cell-based qHTS; stimulated with anti-CD3/CD4/CD28 beads; in transgenic mouse T cells; activation, % (series mostly up to about 46 µM); in the data active = activation above about 50%; inconclusive = mostly about 30% to 49%; note: 0% is about no effect
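Quantitative HTS in unstimulated transgenic mouse T cells, with memory T cells as non-tolerant control and PMA/ionomycin as tolerance-bypass control. Compound pretreatment lasted 60 minutes before 18 h bead stimulation; EGFP/DsRed fluorescence read.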
D3 antag: qHTS of D3 Dopamine Receptor Antagonist: qHTS. max response, negative = inhibition, %. D3R cells, DiscoveRx beta-arrestin luminescence, antagonist mode; stronger effect = lower value. D(3) dopamine receptor (Homo sapiens), P35462. 360,000 tested, 2.5% active; in the data active = max response below about -50%; inconclusive = no clear call, values can overlap the other calls; note: % is set by controls: 0 for no effect and ±100 for the full control effect; mostly tested at two doses, the higher about 12 µM
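Cells plated overnight at 1500 cells/well, then exposed to library compounds with dopamine controls for 90 minutes at 37 degrees C. DiscoveRx reagent added for 30–60 minutes at room temperature; luminescence read, quantitative HTS format.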
WRN helicase inh: qHTS for Inhibitors of WRN Helicase | Bifunctional 3'-5' exonuclease/ATP-dependent helicase WRN (Homo sapiens), Q14191 | 360,000 tested, 0.46% active | Potency, µM (series often up to 114 µM), inactives show at the highest dose activity change, negative = inhibition, hits mostly inhibitors | WRN helicase unwinding, fluorescent forked duplex, kinetic; note: potency is the fitted concentration of half-maximal effect; % is set by controls: 0 for no effect and ±100 for the full control effect; nearly all actives have a fitted effect of over 55% in size
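Primary qHTS, 1536-well format. 20 nM WRN + compound, 15 min RT; start with 100 nM forked fluorophore/quencher duplex, 2 mM ATP (final); kinetic read ex 525/em 598 nm.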
PLK1 PBD inh: qHTS for Inhibitors of PLK1-PDB (polo-like kinase 1 - polo-box domain): Primary Screen | 360,000 tested, 2.8% active | AID 720504, 2013 | Potency, µM, for the others: max response, negative = inhibition, most hits filed as inhibitors | Plk1 PBD binding of FITC phosphopeptide, fluorescence polarization | Serine/threonine-protein kinase PLK1 (Homo sapiens), P53350; note: potency is the fitted concentration of half-maximal effect; series mostly up to about 57 µM; % is set by controls: 0 for no effect and ±100 for the full control effect; nearly all actives have a fitted effect of over 65% in size
D3 ag: qHTS of D3 Dopamine Receptor Agonist: qHTS; D(3) dopamine receptor (Homo sapiens), P35462; D3R DiscoveRx beta-arrestin cells, luminescence, 90 min; max activation, %; 410,000 tested, 0.58% active; AID 652048, 2013; in the data active = max activation above about 30%; note: 0% is about no effect; mostly tested at two doses, the higher about 12 µM
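Agonist-mode cell screen: cells plated at 1500/well and incubated overnight at 37 °C, then exposed to library compounds for 90 min at 37 °C. Detection reagent was added for 30–60 min at room temperature, and luminescence was read.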
GLP1R ag: qHTS of GLP-1 Receptor Agonists; Glucagon-like peptide 1 receptor (Homo sapiens), P43220; HEK293 GLP-1R CRE-luciferase, luminescence, 4-6 h; cells express a hypersensitive GLP-1R form; Potency, µM (titrated, usually from 45.6 µM), without a hit: at the top dose activation, usual class: activators; 380,000 tested, 0.007% active; note: potency is the fitted concentration of half-maximal effect; % of control where 0% means no effect
* marks the source's active call; other numbers are inactive results; [ ] = remark or other dose. Unless noted, calls come from the whole dose curve; as a rule, active = well fitted curve in the direction sought with a large enough effect; inconclusive = small, poorly fitted or top-dose-only effect, or another doubt; inactive = no such curve, though single readings can be large; an effect the other way counts as inactive or inconclusive. Outcome played no part in choosing rows. About 7.8% of those tested had a hit in this group.

Results for CCOC(=O)c1ccc(N2C(=O)CC(N3CCN(C/C=C/c4ccccc4)CC3)C2=O)cc1 (stereo not given) ?
PI5P4K alpha inh: 19.1; GLP1R inv ag: 0.7%; GLP1R cytotox: 10.4%; IL2 activator: 1.0; D3 antag: 6.9; WRN helicase inh: -10.3%; PLK1 PBD inh: 3.4%; D3 ag: 0.3; GLP1R ag: -1.8%

What do the screens show for `O=C(NC1CCc2ccccc21)C1CCN(S(=O)(=O)c2ccc(-n3cnnn3)cc2)CC1` (stereo not given)?
PI5P4K alpha inh: -3.0; GLP1R inv ag: 12.5%; GLP1R cytotox: -9.2%; IL2 activator: 0.9; D3 antag: 7.4; WRN helicase inh: 6.5%; PLK1 PBD inh: -10.5%; D3 ag: 0.3; GLP1R ag: -1.4%

How did Cc1ccc(/C=C(/C#N)c2nc(CCN3C(=O)c4ccccc4C3=O)cs2)cc1 do in these assays?
PI5P4K alpha inh: -2.6; GLP1R inv ag: 5.8%; GLP1R cytotox: 1.2%; IL2 activator: -1.6; D3 antag: 13.7; WRN helicase inh: -5.3%; PLK1 PBD inh: 0.1%; D3 ag: 5.7; GLP1R ag: -6.1%

Results for COc1ccc(NC(=S)NCCc2ccccc2)c(OC)c1 ?
GLP1R inv ag: 0.0%; GLP1R cytotox: -24.2%; IL2 activator: -0.6; D3 antag: 3.6; WRN helicase inh: 14.4%; PLK1 PBD inh: -5.2%; D3 ag: 5.6; GLP1R ag: 18.9%

Results for Cc1nc(C)c(-c2ccc(SCC(=O)Nc3cccc(Cl)c3C)nn2)s1 ?
PI5P4K alpha inh: 3.3; GLP1R inv ag: 157.5%[activator]; GLP1R cytotox: 2.7%; IL2 activator: -0.5; D3 antag: -4.3; WRN helicase inh: -5.6%; PLK1 PBD inh: -11.3%; D3 ag: 5.0; GLP1R ag: inconclusive

Results for COc1ccc(NS(=O)(=O)c2ccc(N3CCCCC3)c(N)c2)cc1 ?
PI5P4K alpha inh: -0.8; GLP1R inv ag: inconclusive; GLP1R cytotox: 5.7%; IL2 activator: -0.9; D3 antag: 2.3; WRN helicase inh: -12.7%; PLK1 PBD inh: -19.5%; D3 ag: -4.0; GLP1R ag: 5.9%

Results for CCOC(=O)[C@H](C)N1[C@H](C)[C@H](c2ccccc2)Oc2ccc(Cl)cc2S1(=O)=O ?
PI5P4K alpha inh: -0.1; GLP1R inv ag: 4.6%; GLP1R cytotox: 9.7%; IL2 activator: -0.1; D3 antag: -4.4; WRN helicase inh: -5.7%; PLK1 PBD inh: inconclusive; D3 ag: -6.9; GLP1R ag: -3.7%

What do the screens show for `CC(C)N(C(=O)COC(=O)c1cccnc1Cl)c1ccccc1`?
PI5P4K alpha inh: 10.4; GLP1R inv ag: inconclusive; GLP1R cytotox: 8.9%; IL2 activator: -0.6; D3 antag: 23.0; WRN helicase inh: -6.0%; PLK1 PBD inh: -1.4%; D3 ag: -1.1; GLP1R ag: 4.4%

Results for Cc1ccc(S(=O)(=O)N(C)C)cc1NC(=S)NCCc1ccccn1 ?
PI5P4K alpha inh: -6.2; GLP1R inv ag: 4.4%; GLP1R cytotox: 5.7%; IL2 activator: 0.0; D3 antag: -10.1; WRN helicase inh: 3.2%; PLK1 PBD inh: -14.7%; D3 ag: -6.3; GLP1R ag: -3.3%

How did CC1=NCC(C)c2ccccc21 (stereo not given) do in these assays?
PI5P4K alpha inh: 1.8; GLP1R inv ag: 8.3%; GLP1R cytotox: -0.7%; IL2 activator: 3.1; D3 antag: 11.4; WRN helicase inh: -2.4%; PLK1 PBD inh: -5.5%; D3 ag: -5.0; GLP1R ag: 10.6%

What do the screens show for `O=C(CS(=O)(=O)c1cccc2nsnc12)Nc1ccccc1`?
GLP1R inv ag: 68.2%[activator]; GLP1R cytotox: 1.7%; D3 ag: 3.1; GLP1R ag: -1.8%

What do the screens show for `Cn1cc2ccc(N)cc2n1`?
PI5P4K alpha inh: -6.6; GLP1R inv ag: -7.4%[0.307 µM]; GLP1R cytotox: 6.3%[0.307 µM]; IL2 activator: -0.8; D3 antag: 10.3; WRN helicase inh: 0.8%; PLK1 PBD inh: -7.7%; D3 ag: 1.1; GLP1R ag: -10.9%

What do the screens show for `CCC(Cc1ccccc1)NC(=O)CCn1cccc1` (stereo not given)?
GLP1R inv ag: -5.2%; GLP1R cytotox: 1.7%; IL2 activator: -0.7; D3 antag: inconclusive; WRN helicase inh: 3.2%; PLK1 PBD inh: -6.0%; D3 ag: -2.1; GLP1R ag: -9.7%

Results for CN(c1ccccc1)S(=O)(=O)c1cccc(C(=O)NCCCN2CCCC2=O)c1 ?
PI5P4K alpha inh: 1.2; GLP1R inv ag: 10.7%; GLP1R cytotox: 2.7%; IL2 activator: -4.8; D3 antag: -19.3; WRN helicase inh: -2.7%; PLK1 PBD inh: -7.9%; D3 ag: -11.2; GLP1R ag: 5.5%

Results for Cc1ccc(C(=O)NCc2ccccc2)cc1Br ?
PI5P4K alpha inh: -1.0; GLP1R inv ag: inconclusive; GLP1R cytotox: -0.5%; IL2 activator: -0.7; D3 antag: 1.1; WRN helicase inh: 1.1%; PLK1 PBD inh: -5.4%; D3 ag: -6.5; GLP1R ag: 2.9%

What do the screens show for `CC(C)CCNC(=O)COC(=O)c1ccc(Br)o1`?
PI5P4K alpha inh: 5.2; GLP1R inv ag: 0.4%; GLP1R cytotox: -9.1%; IL2 activator: 0.0; D3 antag: -7.9; WRN helicase inh: 3.9%; PLK1 PBD inh: -0.4%; D3 ag: -8.7; GLP1R ag: 1.1%

How did COc1cccc(N2CCN(C(=O)c3cccc(N4C(=O)NC5CC4(C)Oc4c(OC)cccc45)c3)CC2)c1 (stereo not given) do in these assays?
PI5P4K alpha inh: 4.1; GLP1R inv ag: 4.7%; GLP1R cytotox: -4.2%; IL2 activator: -4.5; D3 antag: -4.0; WRN helicase inh: -2.9%; PLK1 PBD inh: -5.1%; D3 ag: -2.5; GLP1R ag: -2.2%

Results for C=CCC[C@H](Cc1ccc(F)cc1)C(=O)OC[C@H](Cc1c[nH]c2ccccc12)NC(=O)[C@@H](CC=C)CC(=O)N(CCO)Cc1ccccc1 ?
PI5P4K alpha inh: -1.6; GLP1R inv ag: inconclusive; GLP1R cytotox: 18.2%; IL2 activator: -3.6; D3 antag: 0.0; WRN helicase inh: -3.5%; PLK1 PBD inh: -9.3%; D3 ag: -11.4; GLP1R ag: -6.1%

How did O=C(NCc1ccccc1Cl)c1ccc[nH]1 do in these assays?
PI5P4K alpha inh: -2.9; GLP1R inv ag: -1.8%; GLP1R cytotox: 12.0%; IL2 activator: -4.9; D3 antag: 7.7; WRN helicase inh: 6.0%; PLK1 PBD inh: -5.7%; D3 ag: 3.9; GLP1R ag: 4.3%

What do the screens show for `COC1=C(Nc2ccc(OC)cc2)C(=O)C(OC)=C(Nc2ccc(OC)cc2)C1=O`?
PI5P4K alpha inh: -6.8; GLP1R inv ag: 14.4%; GLP1R cytotox: -0.6%; IL2 activator: 0.3; D3 antag: -5.4; WRN helicase inh: -0.1%; PLK1 PBD inh: -5.9%; D3 ag: 1.5; GLP1R ag: -1.8%

Results for CCn1cnc2c([N+](=O)[O-])c(NS(=O)(=O)c3ccc(C)cc3)ccc21 ?
PI5P4K alpha inh: -1.9; GLP1R inv ag: 7.6%; GLP1R cytotox: 0.1%; IL2 activator: -0.3; D3 antag: -27.3; WRN helicase inh: 8.0%; PLK1 PBD inh: 1.7%; D3 ag: -17.3; GLP1R ag: -4.7%

How did Cc1ccc(N(C)C(=O)N2CCN(S(=O)(=O)c3ccc(C)c(C)c3)CC2)cc1 do in these assays?
GLP1R inv ag: 0.0%; GLP1R cytotox: -15.0%; IL2 activator: 0.7; D3 antag: 26.0; WRN helicase inh: -15.2%; PLK1 PBD inh: 0.0%; D3 ag: 10.0; GLP1R ag: 22.2%

How did O=S(=O)(c1ccc(OCC(O)CNCc2ccco2)c(Cl)c1)N1CCOCC1 (stereo not given) do in these assays?
PI5P4K alpha inh: 9.4; GLP1R inv ag: inconclusive; GLP1R cytotox: 4.4%; IL2 activator: 0.3; D3 antag: 5.8; WRN helicase inh: 2.2%; PLK1 PBD inh: 3.0%; D3 ag: 10.5; GLP1R ag: -1.3%

Results for COc1cc(C#N)ccc1OC(=O)c1cccc(S(=O)(=O)N2CCN(C)CC2)c1 ?
PI5P4K alpha inh: 1.1; GLP1R inv ag: 1.4%; GLP1R cytotox: 2.2%; IL2 activator: -0.5; D3 antag: inconclusive; WRN helicase inh: -11.9%; PLK1 PBD inh: -26.1%; D3 ag: -0.5; GLP1R ag: -29.7%

Results for COc1ccc([N+](=O)[O-])cc1NC(=O)C1(c2ccccc2)CCOCC1 ?
PI5P4K alpha inh: -13.2; GLP1R inv ag: -3.8%; GLP1R cytotox: -9.8%; IL2 activator: 1.8; D3 antag: -1.0; WRN helicase inh: 4.7%; PLK1 PBD inh: -5.1%; D3 ag: 5.4; GLP1R ag: 13.2%

How did O=C(NC1CCCCC1)c1ccc(CNc2ccccc2)o1 do in these assays?
PI5P4K alpha inh: -2.8; GLP1R inv ag: inconclusive; GLP1R cytotox: 11.8%; IL2 activator: -1.7; D3 antag: 5.7; WRN helicase inh: 1.0%; PLK1 PBD inh: 4.9%; D3 ag: -1.9; GLP1R ag: 10.9%

Results for c1cc(CCCc2ccncc2)ccn1 ?
PI5P4K alpha inh: 3.7; GLP1R inv ag: 32.0%[activator]; GLP1R cytotox: 10.2%; IL2 activator: 2.2; D3 antag: -7.5; WRN helicase inh: 7.2%; PLK1 PBD inh: -2.4%; D3 ag: -0.3; GLP1R ag: 5.0%
